Compound activity from PubChem.
Menin MLL FP TR: displaces Texas Red mutant MLL peptide from human menin; O00255; Menin + Texas Red MLL mutant peptide, fluorescence polarization; Potency, µM (series often up to 61.6 µM), for the others: at the highest dose FP activity change, negative = inhibition, most hits filed as inhibitors; actives 0.23% (n = 270,000); AID 1768; active = well fitted inhibition curve with a large enough effect in the polarisation, with a control signal flat, not every such curve was filed as active; inconclusive = small, poorly fitted or top-dose-only effect, or effect the other way, or a change in a side signal; inactive = no such curve, though single readings can be large or run the other way; the % refers to the polarisation; note: potency is the fitted concentration of half-maximal effect; % of control where 0% means no effect; many of its hits are not listed in these tables
Target sequence (O00255 whole entry, looked up): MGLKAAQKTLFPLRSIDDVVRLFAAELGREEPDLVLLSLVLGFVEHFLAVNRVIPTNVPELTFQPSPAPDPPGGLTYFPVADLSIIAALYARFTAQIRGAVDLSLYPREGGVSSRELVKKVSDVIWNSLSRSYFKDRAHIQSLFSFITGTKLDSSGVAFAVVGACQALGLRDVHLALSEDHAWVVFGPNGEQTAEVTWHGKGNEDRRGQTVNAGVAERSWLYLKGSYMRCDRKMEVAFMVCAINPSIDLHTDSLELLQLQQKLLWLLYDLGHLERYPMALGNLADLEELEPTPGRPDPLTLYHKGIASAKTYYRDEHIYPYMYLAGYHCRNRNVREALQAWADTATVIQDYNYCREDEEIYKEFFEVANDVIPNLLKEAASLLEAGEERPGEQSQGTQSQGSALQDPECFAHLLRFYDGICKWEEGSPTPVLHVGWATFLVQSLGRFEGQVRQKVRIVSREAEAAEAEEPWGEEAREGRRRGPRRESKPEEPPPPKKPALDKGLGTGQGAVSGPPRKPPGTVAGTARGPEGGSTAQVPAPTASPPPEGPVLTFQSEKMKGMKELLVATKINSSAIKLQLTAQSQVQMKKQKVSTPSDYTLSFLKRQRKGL
Coupling enz: coupling enzyme interference in Giardia aldolase counter-screen. activity change, negative = inhibition, % at 58.2 µM, hits read low. coupling enzyme system counterscreen, AmpLite Red fluorescence. actives 0.67% (n = 290,000); in the data active = activity change below about -30%; note: % is set by controls: 0 for no effect and ±100 for the full control effect
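Coupling enzymes only (glyceraldehyde-3-phosphate) + compound, at 57.5 uM final, 10 min RT; add substrate/coupling/AmpLite Red mix, 20 min RT; fluorescence ex 525/em 598 nm. Actives flag coupling-system interference.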
The depositor's hits bear a star; ? = inconclusive; & = joins results of further samples; [ ] = another dose, or the depositor's remark. An excerpt; rates above refer to the full screens.

Screens in order – Menin MLL FP TR, Coupling enz
CC(=O)Nc1ccc(C2C(C)CCC3C(=O)N4C(CCC(C)[C@@H]4c4ccc(NC(C)=O)cc4)C(=O)N32)cc1 (some centres undefined)
  -9.3%[11.7 µM], 0.4
OC[C@@H]1[C@@H](c2ccc(F)cc2)C(c2ccc(F)cc2)=NN1c1ccccc1
  ?, -1.0
COc1cccc([C@@H]2Oc3ccc(OC)cc3/C(=N/OC[C@@H](C)[C@H](OCc3ccccc3)C(C)C)[C@@H]2O)c1
  2.5%[11.7 µM], 0.3
CN(Cc1ccccc1)C(=O)[C@H](Cc1ccc2ccccc2c1)NC(=O)[C@@H]1C[C@@H](O)CN1C(=O)c1cn(C)c2ccccc12
  21.7%, 4.4
COc1ccc(C2c3cc(OC)c(OC)cc3Cc3c4cc(OC)c(OC)cc4cc[n+]32)cc1OC (centres undefined)
  -5.6%, -1.8
C=C(C(C)=O)C(O)c1ccco1 (centres undefined)
  -2.5%, 1.0
NCC1CCCCC1CC(=O)O (centres undefined)
  19.2%, -2.6
C=C/C(=C\C)C[C@@H](CC(=O)N[C@@H](CCC(=O)O)CC(=O)O)NC(=O)[C@@H]1CNCC[C@H]1NC(=O)C[C@@H](NC(=O)C[C@H](Cc1ccccc1)NC(=O)[C@@H]1CCCC[C@H]1N)C(C)C
  12.4%, 1.3
CC(C)C[C@@H](CC(=O)N[C@@H](CCC(=O)O)CC(=O)O)NC(=O)[C@@H]1CNCC[C@H]1NC(=O)C[C@H](CCCN)NC(=O)C[C@H](Cc1c[nH]c2ccccc12)NC(=O)[C@@H]1CCCC[C@H]1N
  -10.6%, -1.3
CC(=O)OC1CC2C(C)(C)C(=O)[C@@H]3OC3[C@@]2(C)C2CC[C@]3(C)C(=CC(=O)OC3c3ccoc3)[C@]12C (some centres undefined)
  0.1%, 3.4
Clc1ccccc1-c1nccc(-n2ccnc2)n1
  -2.0%, -1.5
COc1ccc(-c2ccc3c(n2)CCCN3C[C@H](O)CN2CCCc3nc(-c4ccc(Br)cc4)ccc32)cc1
  -5.1%&-2.7%[11.7 µM], -5.7&-1.0
c1ccc(CNc2ccnc(-c3cccnc3)n2)cc1
  2.8%, -1.2
O=c1c(CCc2ccccc2)nc2cnc(N3CCOCC3)nc2n1C1CC1
  ?, -8.0
CC(C)=CCC1(CC=C(C)C)C(=O)C(C(=O)c2ccccc2)=C2OC(C)(C)CCC2(CC=C(C)C)C1=O (centres undefined)
  -2.2%[11.7 µM], 0.5
c1cncc(-c2nc(NCCN3CCOCC3)c3ccccc3n2)c1
  ?, -0.4
COc1ccc2c(c1)O[C@@H](c1ccc3c(c1)OCO3)[C@H](OC(=O)N[C@H](C)C1CCCCC1)C2=O
  2.5%, -5.2
COc1ccc2[nH]cc(CCNc3ncncc3-c3cccc(NS(C)(=O)=O)c3)c2c1
  16.9%, 2.2
O=C(O)c1cc(O)c(O)c(O)c1
  -15.9%&-0.5%, -20.9
COc1ccc2c(c1)C(=O)[C@@H](OC(=O)NS(=O)(=O)c1ccc(C)cc1)[C@H](c1ccc(OC)c(Br)c1)O2
  18.1%, 1.7

For convenience, part of the list above.
Screens in order – Menin MLL FP TR, Coupling enz
CC(C)C[C@@H](CC(=O)N[C@@H](CCC(=O)O)CC(=O)O)NC(=O)[C@@H]1CNCC[C@H]1NC(=O)C[C@H](CCCN)NC(=O)C[C@H](Cc1c[nH]c2ccccc12)NC(=O)[C@@H]1CCCC[C@H]1N
  -10.6%, -1.3
CC(=O)OC1CC2C(C)(C)C(=O)[C@@H]3OC3[C@@]2(C)C2CC[C@]3(C)C(=CC(=O)OC3c3ccoc3)[C@]12C (some centres undefined)
  0.1%, 3.4
Clc1ccccc1-c1nccc(-n2ccnc2)n1
  -2.0%, -1.5
COc1ccc(-c2ccc3c(n2)CCCN3C[C@H](O)CN2CCCc3nc(-c4ccc(Br)cc4)ccc32)cc1
  -5.1%&-2.7%[11.7 µM], -5.7&-1.0

Remaining list, next part:
Screens in order – Menin MLL FP TR, Coupling enz
O=c1cc(-c2ccc(O)cc2)oc2cc(OC3OC(CO)C(O)C(O)C3O)c(C3OC(CO)C(O)C(O)C3O)c(O)c12 (centres undefined)
  1.6%, 2.5
CN(C)CCn1nnnc1SCC1=C(C(=O)O)N2C(=O)[C@@H](NC(=O)Cc3csc(N)n3)[C@@H]2SC1
  0.1%[24.8 µM], -1.5
N#Cc1ccc(CN2CC3(CCN(C(=O)c4cc(C(F)(F)F)cc(C(F)(F)F)c4)CC3)C2)cc1
  -7.1%, 0.0
CCCCCCCCCCCCCCCCO
  ?, -4.8&-1.2
C[C@@H]1CCC[C@H](C)N1
  2.2%[24.8 µM], 3.9
CC1(C)O[C@H]2C[C@@H]3[C@H]4CCC5=CC(=O)CC[C@@]5(C)[C@]4(F)[C@@H](O)C[C@@]3(C)[C@@]2(C(=O)CCl)O1
  3.3%[24.8 µM], -2.8
CN(C)C(=O)c1ccc(-c2nc(NCc3cccs3)c3ccccc3n2)cc1
  34.3%[activator], -2.4
Nc1ccccc1C(=O)CC(N)C(=O)O (centres undefined)
  140.3%[activator][24.8 µM], -0.3&2.6
CN(C)C(=O)c1ccc(-c2nc(N(C)Cc3ccco3)c3ccccc3n2)cc1
  -20.2%, 4.0
Cc1cccc(CNc2ncnc3ccc(-c4ccccc4C#N)cc23)c1
  -22.1%, -0.1
O=C(Nc1ccccc1)N1CC[C@@]2(CCCN(C(=O)c3ccncc3)C2)C1
  -0.9%, 2.6
COC(=O)C1=C(C)NC(C)=C(C(=O)OCCSc2ccccc2)[C@@H]1C
  19.3%[24.8 µM], -0.1
COc1ccc(-c2nc3cnc(Oc4ccccc4)nc3n(Cc3cccs3)c2=O)cc1
  14.1%, 1.1
CC(=O)Oc1ccc2c(c1)CCC1C2CC[C@]2(C)C(OC(C)=O)CCC12 (some centres undefined)
  -5.1%, -2.3
O=c1cnc2cnc(N3CCOCC3)nc2n1CCc1ccccc1
  -2.8%, 0.2
COc1cccc(-c2nccc(NCc3cccs3)n2)c1
  ?, -4.1
CCN1C(=O)[C@H]2[C@H]3[C@H](O)[C@H](O)C/C(=N/NC(=O)OCc4ccc(OC)cc4)[C@H]3CC[C@@H]2C1=O
  -1.1%[11.7 µM], 2.9
COCOc1cc(OC)ccc1C(=O)/C=C/c1ccc([N+](=O)[O-])cc1
  -5.9%, 0.8
N#Cc1cccc(NC(=O)N2CC3(CCN(C(=O)c4ccco4)CC3)C2)c1
  -1.1%, 1.1
CN(Cc1ccco1)c1ncncc1-c1cccnc1
  -20.3%, -15.9

(cont.)
Screens in order – Menin MLL FP TR, Coupling enz
COc1ccc(-c2nc3cnc(OC)nc3n(CCC#N)c2=O)cc1
  7.4%, 0.4
COc1ccc2c(c1)O[C@@H](c1cccc(C(F)(F)F)c1)[C@H](OC(=O)NC1CCCC1)C2=O
  -20.6%, 4.5
C[C@@H]1O[C@@H](OC2O[C@@H](COc3cc(O)c4c(=O)cc(-c5ccc(O)cc5)oc4c3)[C@@H](O)[C@@H](O)[C@@H]2O)[C@H](O)[C@H](O)[C@H]1O (some centres undefined)
  0.0%, 0.3
C=CCOC(=O)C(C(C)=O)C(NC(=O)OC)c1ccco1 (centres undefined)
  -0.2%[11.7 µM], -0.9
Cc1ccccc1-c1nccc(NCc2cccnc2)n1
  5.8%, 3.1
CC1(O)C(=O)C=C2C=C(c3ccc(C#N)cc3)OC=C2C1=O (centres undefined)
  7.3%, -0.6
CCC1OCCC=CC1C (centres undefined)
  -2.8%[11.7 µM], 0.1
Cc1ccccc1-c1nc(N2CCN(C)CC2)c2ccccc2n1
  -4.6%, 1.5
O=C(Nc1ccccc1)OC[C@H](CN1CCCCC1)OC(=O)Nc1ccccc1
  -10.1%[24.8 µM], 0.9
CCc1cc2c(nc1CC)CCN(CC/C(C)=N/O[C@@H](C)c1cn([C@H](CO)Cc3ccccc3)nn1)C2
  -2.3%&-8.8%[11.7 µM], 2.2&5.8
COc1ccccc1-c1ccc2ncnc(NCCN3CCOCC3)c2c1
  0.0%, -2.6
CCCN[C@@H](C)C(=O)Nc1ccccc1C
  -10.9%[24.8 µM], 1.1
O=c1cnc2cnc(Oc3ccccc3)nc2n1Cc1cccs1
  20.9%, 5.7
CO[C@H]1COC(=O)C/C=C\[C@H](C)COC(=O)[C@@H](C)NC(=O)C/C=C\[C@@H]1C
  11.1%[11.7 µM], 4.3
CC(=O)OC[C@@H]1O[C@H](C/C=N\OC[C@@H](O)[C@H]2O[C@H]3OC(C)(C)O[C@H]3[C@@H]2O)C=C[C@@H]1OC(C)=O
  -5.6%[11.7 µM], 1.4
CCCCC1=CC2=CC(=O)C(C)(OC(=O)CCC(=O)OC)C(=O)C2=CO1 (centres undefined)
  2.3%, 0.1
Nc1nc2c(c(=O)[nH]1)N(C=O)C(CNc1ccc(C(=O)NC(CCC(=O)O)C(=O)O)cc1)CN2 (centres undefined)
  0.5%, 0.9
C[C@](N)(Cc1ccc(O)cc1)C(=O)O
  -1.0%&20.0%, 0.8
COc1ccc(CNc2ncnc3ccc(-c4ccccc4CN(C)C)cc23)c(OC)c1
  -11.8%, -2.8
CCCCCCC(=O)Cc1cc(OC)c(OC)cc1/C=C(/C(C)=O)C(=O)OC
  -1.8%[11.7 µM], -1.2

Continued.
Screens in order – Menin MLL FP TR, Coupling enz
COc1ccccc1CCn1c(=O)c(-c2ccc(Cl)cc2)nc2cncnc21
  ?, 0.8
Nc1nc2c([nH]c(=S)n2C2OC(CO)C(O)C2O)c(=O)[nH]1 (centres undefined)
  -16.6%, -1.7
COc1ccc(-c2coc3cc(O)ccc3c2=O)c(OC)c1O
  1.6%, 1.2
NC(=O)c1ncn([C@@H]2O[C@H](CO)[C@@H](O)[C@H]2O)c1N
  8.8%, 3.8
CCNc1ncc2nc(-c3ccccc3)c(=O)n(Cc3ccc(F)cc3)c2n1
  17.6%, 2.2
CC(C)C[C@H](NC(=O)CNC(=O)[C@H](C)NC(=O)[C@H](CC(C)C)NC(=O)[C@H](CCCNC(=N)N)NC(=O)[C@H](Cc1cnc[nH]1)NC(=O)[C@@H](NC(=O)[C@@H](N)C(C)C)[C@@H](C)O)C(=O)N[C@@H](CC(C)C)C(=O)N[C@@H](CO)C(=O)N[C@@H](CCCNC(=N)N)C(=O)N[C@@H](CO)C(=O)NCC(=O)NCC(=O)N[C@H](C(=O)N[C@H](C(=O)N[C@@H](CCCCN)C(=O)N[C@@H](CC(N)=O)C(=O)N[C@@H](CC(N)=O)C(=O)N[C@@H](Cc1ccccc1)C(=O)N[C@H](C(=O)N1CCC[C@H]1C(=O)N[C@H](C(=O)N[C@@H](CC(N)=O)C(=O)N[C@H](C(=O)NCC(=O)N[C@@H](CO)C(=O)N[C@@H](CCCCN)C(=O)N[C@@H](C)C(=O)N[C@@H](Cc1ccccc1)C(N)=O)C(C)C)[C@@H](C)O)C(C)C)C(C)C)C(C)C
  -1.1%, 2.7
O=C(c1ccco1)N1CCC2(CCCN(c3ncccn3)C2)CC1
  1.2%, 1.5
O=C1[C@H]2[C@H]3[C@H](O)[C@H](O)C/C(=N/OC[C@@H](O)COCc4ccco4)[C@H]3CC[C@@H]2C(=O)N1c1cccc(Oc2ccccc2)c1
  -2.3%[11.7 µM], 3.3
CC/C=C\C/C=C\C/C=C\C/C=C\C/C=C\C/C=C\CCC(N)=O
  -6.7%, -1.9
CCc1cc2c(nc1CC)CCN(CC/C(C)=N/OC[C@@H](O)COCc1ccco1)C2
  0.4%[11.7 µM], 3.1
COc1c2c(cc3c1C(CC(=O)c1c(O)c(OC)c4occc4c1OC)[N+](C)(C)CC3)OCO2 (centres undefined)
  -7.3%, 2.3
CCc1cc2c(nc1CC)CCN(CC/C(C)=N/O[C@@H](C)c1cn([C@@H]3COC[C@@H]3O)nn1)C2
  -0.7%[11.7 µM], 4.3
COC1C(O)C(CO)OC1n1c(Br)nc2c(=O)[nH]c(N)nc21 (centres undefined)
  4.4%, 7.2
CCCCCCC1=Cc2cc(OC)c(OC)cc2C(CC(=O)/C=C/OC)O1 (centres undefined)
  8.0%[11.7 µM], -0.6
COc1c(Cl)ccc(Cl)c1C(=O)O
  -11.5%, 2.3
O=c1c2ccccc2oc2cc(O)c(C3COCC(CO)C(O)C(O)C3O)c(O)c12 (centres undefined)
  -5.1%[24.8 µM], -0.1
CC1(C)CCC(C)(C)c2cc(C(=O)Nc3ccc(C(=O)O)cc3)ccc21
  ?, 0.9&8.3
COC(=O)C1(C(=O)OC)CC(CO)C(=O)[C@H]1c1ccccc1 (some centres undefined)
  7.1%&-0.7%, -0.2&-0.6
CC1CCC2C(=O)N3C(CCC(C)[C@H]3c3cccc(N4CCCC4=O)c3)C(=O)N2C1c1cccc(N2CCCC2=O)c1 (some centres undefined)
  0.2%[11.7 µM], -1.6
CO[C@H]1COC(=O)CCC[C@@H](C)[C@H](OC)COC(=O)[C@H]2CCCN2C(=O)C/C=C\[C@@H]1C
  6.8%[11.7 µM], 0.5

The list goes on.
Screens in order – Menin MLL FP TR, Coupling enz
COc1ccc(-c2coc3c(O)c(OC)ccc3c2=O)cc1
  ?, -2.4
COc1cc(O)c(C(=O)/C=C/c2ccc(OC)c(O)c2)c(OC)c1
  61.7%[activator], -1.9
Cc1noc(C)c1-c1ccc2ncnc(NCc3ccc(F)cc3)c2c1
  10.7%, -4.8
CC(=O)N1CCC2(CCCN(Cc3cc(C(F)(F)F)cc(C(F)(F)F)c3)C2)CC1
  -17.8%, 1.2
